# Shn3 inh set2 = inhibitors of Schnurri-3 3'UTR reporter in osteoblasts. Clone20 osteoblast Shn3 3'UTR firefly luciferase, 24 h. inhibition, % at 12.5 µM. 360,000 compounds, 0.52% hits;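 active = mean inhibition of at least 75% with every replicate also reaching 75%; inconclusive = mean inhibition at least 75% but some replicate below; inactive = mean inhibition below 75%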;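 also: 0% = median of neutral control wells and 100% = pilot-screen positive control compound; some compounds past the cut are filed as inactive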
# PDI turbidity = inhibitors of human protein disulfide isomerase. inhibition, % at 10 µM. PDI insulin aggregation turbidity, A650, 90 min. AID 588391. P07237. 350,000 compounds, 0.052% hits;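 active = mean inhibition across replicates of 30% or more, whatever share of single replicates reach that level; inconclusive = mean inhibition below 30% while every single replicate reaches 30%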;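 also: absorbance from insulin aggregation driven by PDI reduction with DTT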
# Target sequence (P07237 whole entry, looked up): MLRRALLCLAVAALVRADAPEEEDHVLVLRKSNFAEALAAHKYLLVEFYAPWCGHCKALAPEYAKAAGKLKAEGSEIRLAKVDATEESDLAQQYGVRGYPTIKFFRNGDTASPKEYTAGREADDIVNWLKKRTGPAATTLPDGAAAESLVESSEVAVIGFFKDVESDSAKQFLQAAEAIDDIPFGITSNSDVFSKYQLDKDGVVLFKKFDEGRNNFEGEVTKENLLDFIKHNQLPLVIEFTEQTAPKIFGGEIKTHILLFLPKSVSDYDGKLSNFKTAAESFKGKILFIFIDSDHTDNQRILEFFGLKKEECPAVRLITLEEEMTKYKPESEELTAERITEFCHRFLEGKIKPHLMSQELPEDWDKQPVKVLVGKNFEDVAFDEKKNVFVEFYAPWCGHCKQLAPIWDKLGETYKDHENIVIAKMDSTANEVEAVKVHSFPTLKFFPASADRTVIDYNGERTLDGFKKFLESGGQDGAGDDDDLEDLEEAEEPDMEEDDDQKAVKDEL
# KKLEB tox = reduces viability of KKLEB cystic fibrosis airway cells | KKLEB CF airway cells viability, ATPlite luminescence, overnight; hits give low values; cells stimulated with P. aeruginosa culture filtrate | activity change (cytotoxicity), % at 5 µM | AID 602141 | 360,000 compounds, 0.36% hits;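 active = corrected activity change at or below -50% at 5 µM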
# Vif inh = blocks HIV Vif function; inhibition, % at 7.49 µM; HEK293T cells, Vif self-association by quenched fluorescence, imaging, 24 h; 340,000 compounds, 0.35% hits; in the data active = inhibition above about 50%, passing the limit was not always enough; inconclusive = no clear call, values can overlap the other calls; inactive = below about 31%; also: some results filed as inactive read as strong as hits
# TRPM1 prom inh = reduces MITF-dependent TRPM1 promoter luciferase signal; AID 488899; 330,000 compounds, 0.83% hits; SK-MEL-5 TRPM1 promoter luciferase, 24 h; inhibition, % at 12.5 µM;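 active = mean inhibition across replicates of 60% or more, whatever share of single replicates reaches that level; inconclusive = some that reach 60%, reason not given; inactive = mean inhibition across replicates below 60%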; also: values of inactives mirror those of a sister screen read the other way
# HIF-2a inh = HIF-2a inhibition; 786-0 RCC cells HIF-2a reporter, luciferase luminescence, overnight; inhibition, % at 18.8 µM; 360,000 compounds, 0.72% hits;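 active = inhibition of the luminescence signal of 40% or more relative to plate controls, in a single-dose primary screen at 18.75 µM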
# Peg3 promoter = reduces Peg3 promoter-driven luciferase expression in HeLa; 360,000 compounds, 1.7% hits; AID 588405; inhibition, % at 20 µM; HeLa PEG-Prom luciferase reporter, luminescence, overnight;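 active = inhibition of at least 50% at 20 µM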
# CaV13 ICDI inh = Primary screen for inhibitors of IQ motif and Ca2+-dependent inactivation inhibitor domain binding in CACNA1D, Förster resonance energy transfer in living cells, …; inhibition, % at 12.3 µM; HEK cells, CFP/YFP FRET ICDI-IQ, plate reader, 10 min; percent FRET-ratio fall versus neutral wells; 340,000 compounds, 0.098% hits;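 active = mean replicate inhibition of at least 30% and at least 1% of replicates passing that level; inconclusive = only one of the two criteria is met; inactive = neither criterion is met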;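 also: 0% = median of the neutral control wells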
# NR2E3 ag-1 = activates human NR2E3 receptor | Q9Y5X4 | CHO-S Gal4-NCOR/VP16-NR2E3 two-hybrid, luciferase | inhibition of corepressor binding, % at 3.98 µM | 360,000 compounds, 0.35% hits | AID 602229;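 active = inhibition above the mean of all tested compounds plus 3 SD, cut at about 70% in these data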;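 also: 0% = DMSO with NR2E3 transfected cells and 100% = cells lacking NR2E3 construct; higher means lower luciferase signal from less NR2E3 corepressor binding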
# Target sequence (Q9Y5X4 whole entry, looked up, the tested form may be a part): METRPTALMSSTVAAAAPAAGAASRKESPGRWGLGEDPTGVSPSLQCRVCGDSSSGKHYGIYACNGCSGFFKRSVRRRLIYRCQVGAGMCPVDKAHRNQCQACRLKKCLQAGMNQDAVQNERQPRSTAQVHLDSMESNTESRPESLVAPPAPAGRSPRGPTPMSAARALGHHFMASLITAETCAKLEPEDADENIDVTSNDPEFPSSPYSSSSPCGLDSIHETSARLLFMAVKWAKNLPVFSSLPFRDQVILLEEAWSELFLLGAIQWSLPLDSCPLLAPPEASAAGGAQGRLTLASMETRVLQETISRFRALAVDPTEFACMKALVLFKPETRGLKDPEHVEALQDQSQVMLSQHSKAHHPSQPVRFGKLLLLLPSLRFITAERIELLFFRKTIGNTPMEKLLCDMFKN
# NR2E3 ag-2 = agonists of human nuclear receptor NR2E3; Q9Y5X4; GST-NR2E3/biotin-RetCOR TR-FRET, 1536-well; inhibition of corepressor binding, % at 4.78 µM; 320,000 compounds, 0.12% hits; AID 2300;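 active = percent inhibition above the cutoff of mean plus 3 SD of all tested compounds, set per screening campaign, cut at about 20% in these data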;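 also: 0% = DMSO wells and 100% = biotin wells as full block of FRET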
#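 Test system – NR2E3–RetCOR corepressor complex · Quantity – NR2E3 fusion 1.35 nM · Buffer or medium – Tris pH 7.5 · Incubation – Compound–protein incubation for 5 h at 4 °C · Technique – TR-FRET, Eu(K)-anti-GST donor, streptavidin-D2 acceptor, ex 340, em 617/671 nm · Evaluation – percent inhibition of 671/617 nm emission ratio versus biotin and DMSO controls · Plate – 1536-well format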
# CF NFkB block = inhibitors of cystic fibrosis induced NF-kB; KKLEB NF-kB-GFP reporter, PAF-induced, GFP fluorescence overnight; inhibition, % at 5 µM; 360,000 compounds, 0.86% hits; AID 588850;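 active = at least 50% inhibition at 5 µM, scaled per plate between neutral and stimulator controls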;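 also: PAF is a Pseudomonas aeruginosa culture filtrate used as stimulus; plate controls were PAF-stimulated DMSO wells for no effect and unstimulated DMSO wells for full effect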
# Active calls of the source: *; ? = inconclusive; . = not tested or not shown; & = joins results of further samples.
SMILES,Shn3 inh set2,PDI turbidity,KKLEB tox,Vif inh,TRPM1 prom inh,HIF-2a inh,Peg3 promoter,CaV13 ICDI inh,NR2E3 ag-1,NR2E3 ag-2,CF NFkB block
C=CCNC(=S)Nc1ccc2nc(C)c(C)nc2c1,39,0,5,?,-32,-81,-57,-4,3,-4,-13
COC(=O)c1ccc(NC(=O)C(OC)c2ccccc2)cc1 (configuration not stated),1,-11,1,1,0,-29,-13,2,6,3,-17
O=C(O/N=C/c1cccc([N+](=O)[O-])c1)C1CC1,-38,-3,-2,8,1,-32,-56,-5,-15,-1,2
Cc1ccc(S(=O)(=O)NCCC(=O)NNC(=O)C2COc3ccccc3O2)cc1 (configuration not stated),-63,-4,6,-3,4,0,13,-4,5,1,-12
O=C(NCc1ccc(Cl)cc1)NCC(F)(F)F,-5,-4,7,-1,1,10,14,-5,11,0,-2
Cc1ccc(S(=O)(=O)N2c3ccccc3NC(=O)C2CC(=O)Nc2ccccc2)cc1 (configuration not stated),10,3,8,3,4,6,-9,.,3,1,7
COc1ccc(N2C(=O)C3NN=C(C(=O)OCc4ccccc4)C3C2=O)cc1 (configuration not stated),-7,2,-1,-5,-8,11,9,2,-6,-1,-3
COc1ccc(/C=C/C(=O)OCC(=O)Nc2ccc(Cl)cn2)cc1,-8,-3,5,-4,12,6,14,0,7,2,2
CCn1c(C)nc2cc(-c3nnc(-c4c(-c5ccccc5)noc4C)o3)ccc21,86*,-4,7,-33,0,-10,30,-8,23,1,2
O=C(CSc1nnc(-c2ccc(Cl)cc2Cl)n1C1CCCCC1)N1CCCC1,92*,-9,10,-15,4,15,9,-6,-5,-2,3
Cc1ccc(C(=O)Nc2cc3c(oc2=O)CCCC3=O)cc1,-63,-1,-11,-3,-53,-169,-206,-4,-108,1,-10
CCOC(=O)Cc1csc(NC(=O)CSc2nnnn2-c2ccc(C)cc2C)n1,0,13,-1,6,-7,9,-3,.,15,-1,-12
O=C(c1cnc2sccn2c1=O)N1CCc2ccccc2C1,-2,6,6,-2,-7,6,-7,.,-4,-1,4
Cc1c(C(=O)O)oc2ccc(S(=O)(=O)N3CCCCC3C(=O)O)cc12 (configuration not stated),-10,3,4,6,5,2,-8,-5,-5,5,1
O=C(Nc1ccccc1N1CCCC1)c1cccnc1,2,-6,-15,0,-4,16,3,-6,-8,1,4
CCOC(=O)c1[nH]c(C)c(C(=O)OCC(=O)N2CCc3ccccc32)c1C,17,20,-8,6,15,1,5,-8,-14,4,4
CC1(C(=O)NS(=O)(=O)c2cccc(F)c2)CCN1C(=O)CCc1ccccc1 (configuration not stated),1,6,2,2,.,9,4,-5,-18,.,10
Cn1nc(C(C)(C)C)cc1C(=O)Nc1nc2c(s1)C(=O)CC(C)(C)C2,17,-1,-17,-6,7,-37,0,-10,1,0,5
COc1ccc(C(=S)N2CCOCC2)cc1OC(=O)c1ccccc1Cl,-9,-2,-2,1,-13,-13,-8,-5,-12,4,13
CCO[C@@H]1OC(C(=O)O)=C[C@H](C2CCCCC2)[C@H]1CCCO,1,-5,20,2,0,18,5,-12,-23,3,-15
Cc1ccc(-c2nc3ccc(Br)cn3c2CC(C)(C)C)cc1,2,6,4,-1,.,-45,19,-5,-48,.,14
Cc1noc(C)c1COC(=O)c1cccc(S(=O)(=O)N2CCOCC2)c1,4,0,2,6,1,14,4,-6,-3,-2,-6
Cc1cc(Cl)c2cc3ccccc3cc2n1,5,-3,3,13,5,11,8,-2,-12,1,-1
CCC(=O)NNc1ncnc2ccccc12,0,-19,21,-12,-6,-6,-7,-3,1,4,-2
Cc1ccsc1CNC(=O)c1c(-c2ccccc2)noc1C,.,12,-13,-1,-5,17,12,-5,13,1,2
CCOC(=O)COc1ccc(C2CC(C)=NN2c2ccccc2)cc1 (configuration not stated),-5,-2,-6,-4,0,13,11,-5,-2,0,-12
CCOc1ccccc1C(=O)N1CCC(C(=O)c2ccc(F)cc2)CC1,4,-1,-10,-13,1,16,8,-5,6,3,33
O=C(O)C1=C(OCc2ccc(F)c(F)c2)C(=O)NCC1,50,5,3,-3,-1,3,-4,14,2,3,-7
CC1CCCCC1NC(=O)CCn1c(=O)sc2ccccc21 (configuration not stated),-6,2,-7,0,-6,-14,-17,-16,2,-1,16
COc1cc(-n2c(=O)c3ccccc3n(Cc3cc(=O)n4ccccc4n3)c2=O)cc(OC)c1OC,14,-2,17,-4,-5,25,19,-4,15,-1,-2
O=C(CSc1nnc(-c2ccncc2)o1)NCc1ccc(Cl)cc1,15,-76,-4,-5,1,16,17,-2,6,-1,5
O=C(CCCOc1ccccc1)N1CCN(c2ccc(F)cc2)CC1,-43,4,-2,-3,-47,-146,-144,1,-42,5,6
Cc1ccc(N(C(=O)C2CCC(=O)N2)C2(C(=O)NC3CCCCC3)CCCCC2)cc1 (configuration not stated),4,7,5,?,12,12,14,-3,-23,-1,-3
O=C(Cn1c(-c2ccccn2)nc2ccccc21)N/N=C/c1cccnc1,-9,-2,-8,.,4,19,14,-5,27,0,23
CNC(=O)c1sccc1Oc1ccc(F)cc1[N+](=O)[O-],0,2,8,-1,1,15,-6,-1,4,3,12
CCSC(C)CC1CC(=O)CC(=O)C1 (configuration not stated),11,0,-12,-5,2,16,4,-5,-1,-3,8
COc1ccc(C(=O)NC(=O)NC2(C(Cl)(Cl)Cl)OCCO2)cc1,-59,3,-7,1,-35,-246,-309,-4,-150,-3,12
O=C(CN1CCC(Cc2ccccc2)CC1)NCCc1ccc(F)cc1,-4,-2,-4,2,0,21,5,0,10,2,-8
Cc1ccc(NC(=O)c2ccc(S(=O)(=O)Nc3c(C)n(C)n(-c4ccccc4)c3=O)cc2)nc1,2,-11,0,2,-11,3,-4,-6,12,0,0
CCOc1nc(NC2CCCCC2)nc(NC(C)(C)C)n1,25,5,-9,-7,9,13,13,-5,-1,0,19
Cc1cc(C)c(C#N)c(SCCN2CCOCC2)n1,19,-10,-16,-4,14,14,2,-4,-14,-7,15
C/C(=N\NC(=O)c1c(Cl)c(C)nn1C)c1ccc(NC(=O)COc2ccc(Cl)cc2C)cc1,8,8,5,2,-14,0,-12,-5,-34,0,-11
Clc1ccc(Cn2nnc(-c3ccc(N4CCOCC4)cc3)n2)cc1,0,-3,5,2,-26,-50,-33,.,1,3,-22
COc1ccc(CNC(=O)Cn2c(=O)oc3cc(S(=O)(=O)N4CCCC4)ccc32)cc1,26,0,3,-5,-2,3,24,-5,3,-5,7
CCOCc1nnc(NS(C)(=O)=O)s1,-28,-5,4,-6,-6,6,21,-4,8,-2,-1
O=C(CCc1ccccc1)NCc1cccnc1,-13,3,-6,11,3,5,1,-6,-13,-3,7
COc1ccccc1Cn1c(-c2ccco2)nc2nc3ccccc3nc21,-43,8,-7,20,-32,-141,-85,-5,-41,-1,-1
Cc1onc(-c2ccccc2)c1C(=O)NCc1ccc(F)cc1,9,3,-5,-10,-18,15,13,-4,23,-1,-9
CCOC(=O)c1ccc(N2C(=O)C3ON(c4ccccc4)C(c4ccco4)C3C2=O)cc1 (configuration not stated),-13,3,4,21,.,11,-3,.,-10,2,-20
CCCCN(C)CCNC(=O)C1CCN(S(=O)(=O)c2cccc3nsnc23)CC1,-14,-3,-5,7,-16,0,2,-6,-13,5,11
CCOc1ccc(C(=O)NCC(=O)NCCSc2ccc(Br)cc2)cc1OCC,13,3,-7,-16,10,10,14,-15,0,.,-6
COc1cc(S(=O)(=O)NCC2OCCc3ccccc32)ccc1-n1cnnn1 (configuration not stated),21,0,4,-2,11,4,5,-7,19,-1,0
COC(=O)c1cc(NC(=O)C2CC(=O)NC(=NCc3ccc(OC)cc3)S2)cc(C(=O)OC)c1 (configuration not stated),-4,1,-5,-4,2,13,10,-6,8,-2,4
CCC1Nc2ncnc(N3CCCCC3)c2N(Cc2ccc(OC)cc2)C1=O (configuration not stated),-13&3,8,-8&-10,0,3,2&9,17&-22,-11&-6,-27&-5,.,21&-13
Cc1cc(NC(=O)c2ccc(Br)cc2)nc(C)n1,-1,-2,19,-3,-7,-28,-9,7,-9,0,-13
CCNS(=O)(=O)c1ccc(NC(=O)c2ccc(Cn3cc([N+](=O)[O-])cn3)o2)cc1,-9,1,-1,7,5,11,13,-2,4,1,6
CC(C(=O)Nc1ccccc1)N(C)Cc1cccs1 (configuration not stated),10,3,1,-3,-7,3,16,-3,-27,2,22
O=C(Nc1ccccc1-c1ccccc1)c1ccco1,2,20,-9,21,7,10,7,-2,-1,0,8
COc1cc(CN2CCCN(C)CC2)cc([N+](=O)[O-])c1O,-5,-3,10,5,4,18,6,-3,5,0,-6
COc1ccc(S(=O)(=O)C(C#N)c2nc3ccccc3nc2N2CCCC(C)C2)cc1 (configuration not stated),-1,-4,-12,-7,10,-31,0,.,-13,0,0

# Overlap with the part before: two entries; new compounds follow.
SMILES,Shn3 inh set2,PDI turbidity,KKLEB tox,Vif inh,TRPM1 prom inh,HIF-2a inh,Peg3 promoter,CaV13 ICDI inh,NR2E3 ag-1,NR2E3 ag-2,CF NFkB block
COc1cc(CN2CCCN(C)CC2)cc([N+](=O)[O-])c1O,-5,-3,10,5,4,18,6,-3,5,0,-6
COc1ccc(S(=O)(=O)C(C#N)c2nc3ccccc3nc2N2CCCC(C)C2)cc1 (configuration not stated),-1,-4,-12,-7,10,-31,0,.,-13,0,0
COc1ccc(Nc2nc(-c3sc(N)nc3C)cs2)cc1,-43,2,6,2,-10,-143,-65,-4,-37,5,-15
Cc1ccc(OCc2cc(C(=O)N(C)CCn3ccnc3C)no2)cc1C,-28,-7,-5,-2,-11,-47,0,-2,-23,-4,24
CC(C)COc1cccc(C(=O)N2CCN(C(=O)c3ccco3)CC2)c1,19,-1,8,-2,1,12,7,-4,-1,4,-13
CCN1C[C@@H]2[C@@H]3C(=O)N(Cc4ccccc4)C(=O)[C@@H]3[C@](Cc3ccccc3)(C1=O)N2C(=O)c1ccc(C(C)(C)C)cc1,7,4,2,-4,12,-2,10,-9,-59,.,6
CCCn1nnc(NC(=S)NC(=O)C(C)(C)C)n1,15,12,1,0,-8,-5,-4,.,-37,-4,-14
COC(=O)c1ccc(OC(C)C(=O)c2ccc(C)cc2)cc1 (configuration not stated),-7,-5,-18,-5,1,-81,-7,-5,-22,-1,-3
CCCCn1c(SCC(=O)OCC)nnc1-c1ccoc1C,4,-2,-6,1,0,18,11,.,-4,2,2
